# OPRM1-OPRD1 ag – OPRM1-OPRD1 heterodimerization agonism; P35372+P41143; 340,000 tested, 0.3% active; cells, luminescence; activation, % at 9.3 µM; in the data active = activation above about 18%;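 also: 0% = vehicle-treated cells and 100% = reference agonist; values of inactives mirror those of a sister screen read the other way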
# Target sequence (P35372 whole entry, looked up): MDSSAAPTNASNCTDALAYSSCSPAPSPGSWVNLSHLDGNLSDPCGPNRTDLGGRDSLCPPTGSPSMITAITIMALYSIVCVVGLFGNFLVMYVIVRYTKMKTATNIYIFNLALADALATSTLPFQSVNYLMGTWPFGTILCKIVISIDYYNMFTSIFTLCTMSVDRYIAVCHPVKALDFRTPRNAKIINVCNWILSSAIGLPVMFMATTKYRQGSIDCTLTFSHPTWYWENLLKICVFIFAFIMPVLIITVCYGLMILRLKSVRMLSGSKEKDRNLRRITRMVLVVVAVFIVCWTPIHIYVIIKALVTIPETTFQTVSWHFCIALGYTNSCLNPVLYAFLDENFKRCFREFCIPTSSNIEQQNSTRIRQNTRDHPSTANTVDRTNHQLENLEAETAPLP
# Target sequence (P41143 whole entry, looked up): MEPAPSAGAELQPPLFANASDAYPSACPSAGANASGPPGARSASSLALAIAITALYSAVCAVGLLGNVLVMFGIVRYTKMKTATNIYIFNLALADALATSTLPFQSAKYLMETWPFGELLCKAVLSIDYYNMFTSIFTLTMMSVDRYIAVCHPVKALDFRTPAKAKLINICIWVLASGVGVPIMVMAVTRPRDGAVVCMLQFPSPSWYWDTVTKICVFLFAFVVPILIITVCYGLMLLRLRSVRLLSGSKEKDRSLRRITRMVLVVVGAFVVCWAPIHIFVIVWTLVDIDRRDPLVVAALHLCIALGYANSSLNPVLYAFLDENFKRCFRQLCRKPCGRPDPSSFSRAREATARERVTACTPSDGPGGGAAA
# V-ATPase pH – alters yeast V-ATPase proton transport | S. cerevisiae, pHLuorin cytosolic pH fluorescence | 350,000 tested, 0.37% active | response, % at 10 µM; in the data active = response mostly above about 7.3%, no sharp cut-off; inactive = mostly below about 5.4%; also: actives read high; inactives centre near 0; some compounds called inactive have numbers as strong as hits; reference of the scale not given here
# DSG3 Ab inh – blocks pemphigus antibody binding to human desmoglein-3; binding (percent of control), % at 10 µM; 310,000 tested, 0.48% active; P32926; AID 588358; DSG3-coupled beads, scFv-anti-DSG3-GFP binding, flow cytometry; active compounds read low;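 active = binding more than 3 SD below its plate's average and above zero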;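 also: hits lower antibody fragment binding to DSG3; some compounds called inactive have numbers as strong as hits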
# PKA-R1A act – activates the PKA-R1A holoenzyme complex. P00514+P68181. PKA-R1A dissociation, Cy5-IP20 fluorescence polarization; scaled: DMSO 0%, 113 µM cGMP 100%. activation, % at 11.4 µM. 340,000 tested, 0.083% active;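 active = percent activation above the mean of all tested compounds plus 3 SD, cut at about 19% in these data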;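 also: higher means more PKAc released from R1A so a rise in polarization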
# DAGLB inhibitor – blocks human DAGLB lipase activity; HEK293T DAGLB membrane lysate, EnzChek fluorogenic substrate; Q8NCG7; 340,000 tested, 0.059% active; inhibition, % at 5.17 µM; in the data active = inhibition above about 34%;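 also: 0% = enzyme with vehicle and 100% = wells lacking enzyme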
# HTR5A inv ctr – counter-screen for OPRM1-OPRD1 inverse agonists: human HTR5A inverse agonism. inhibition, % at 9.3 µM. HTR5A cell line, luminescence. P47898. 340,000 tested, 0.083% active; in the data active = inhibition mostly above about 23%, no sharp cut-off; inactive = mostly below about 18%;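 also: 0% = cells with DMSO and 100% = no-cell wells with DMSO; some compounds called inactive have numbers as strong as hits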
# Arrestin-AP2 inh – human beta-arrestin and AP2 interaction inhibition; 340,000 tested, 0.31% active; inhibition, % at 10 µM; FITC-arrestin peptide / GST-AP2 beads, flow cytometry; AP2 beta2 appendage carries R879A mutation;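 active = inhibition above a set limit, near 3 SD of compounds lacking own fluorescence, cut at about 54% in these data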;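 also: plate controls were DMSO wells for no effect and 5 µM unlabelled arrestin peptide for full effect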
#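 test system = AP2 appendage R879A on GSH beads | buffer or medium = PBS plus Tween 20 (0.05%) and BSA (0.1%) | incubation = 12 min plus 1 h, RT | detection = bead flow cytometry, FITC channel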
# PKA-R2B activ – activates the human PKA-R2B holoenzyme complex; P22694+P31323; PKA-R2B holoenzyme dissociation, Cy5-IP20 fluorescence polarization; R2B truncated from residue 108, S112A mutant; 0% DMSO only, 100% 113 µM cGMP; activation, % at 11.4 µM; 340,000 tested, 0.079% active; AID 504700;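 active = activation above a cutoff set at the mean over all compounds plus 3 SD, cut at about 18% in these data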;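 also: higher means more holoenzyme dissociation and a rise in polarization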
# HTR5A ag ctr – HTR5A agonism, opioid heterodimer counter-screen; HTR5A agonist assay, luminescence, cell-based; activation, % at 9.3 µM; 340,000 tested, 0.61% active; AID 504692; in the data active = activation mostly above about 9.5%, no sharp cut-off; inactive = mostly below about 7.6%;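 also: 0% = cells with vehicle only and 100% = reference agonist; strong numbers were not always called active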
# MOR-DOR inv ag – mu-delta opioid heterodimer inverse agonism. inhibition, % at 9.3 µM. 340,000 tested, 0.21% active. P35372+P41143. cell-based MOR-DOR heterodimer luminescence; in the data active = inhibition above about 22%, passing the limit was not always enough;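 also: 0% = cells with DMSO and 100% = wells without cells with DMSO; values of inactives mirror those of a sister screen read the other way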
# Active calls of the source: *; / = not tested or not shown.
SMILES,OPRM1-OPRD1 ag,V-ATPase pH,DSG3 Ab inh,PKA-R1A act,DAGLB inhibitor,HTR5A inv ctr,Arrestin-AP2 inh,PKA-R2B activ,HTR5A ag ctr,MOR-DOR inv ag
COc1ccc(C(=O)Nc2ccc(N3CCOCC3)cc2)cc1S(=O)(=O)NC1CCCC1,-0.2,1,84,-10,0,-7,40,-10,3,1
Cc1cccc(OCCC(=O)Nc2cc(S(=O)(=O)N3CCCCC3)ccc2N2CCOCC2)c1,-2.6,5,105,8,-3,4,36,-6,-2,14
CC(=O)Nc1ccc2nc(-c3ccncc3)[nH]c2c1,-0.7,1,99,9,1,3,-2,-1,2,4
CCN1C/C(=C/c2ccc(OC)c(O)c2)C(=O)/C(=C/c2ccc(OC)c(O)c2)C1,-1.4,9,104,-12,-3,-15,28,-6,3,8
O=C1CN(S(=O)(=O)c2cc(Cl)ccc2Cl)CCN1,-1.1,2,94,-8,-3,9,17,-11,-4,5
Clc1ccccc1/C=C/C=N/Nc1nc(N2CCOCC2)nc(N2CCOCC2)n1,1.1,0,104,-14,-3,10,-13,-1,-5,-6
Cn1nc(C(=O)Nc2nc(-c3ccc(F)cc3)cs2)ccc1=O,0.8,4,99,3,-2,-1,9,4,0,-4
CC(C)Cc1ccc(S(=O)(=O)N2CCCC2)cc1,0.3,11,99,-9,-5,-2,27,1,1,-2
Cc1ccc(C)c(S(=O)(=O)N2CCN(C(=O)c3cccn3C)CC2)c1,1.9,3,110,-6,0,0,3,-15,0,-13
N/C(=N\OS(=O)(=O)c1ccc(Cl)cc1)c1ccncc1,-0.5,2,100,-4,0,10,-1,-2,3,3
O=C(c1ccccc1)C(O)(Cc1ccccc1)c1ccccc1 (configuration not stated),7.4,4,/,-10,-10,-5,-10,0,2,-37
COC(=O)[C@H](Cc1ccccc1)NC(=O)N1CCCCC1,-2.6,1,/,-5,1,-8,-17,-2,3,13
CCCCn1c(N)c(N(CCC(C)C)C(=O)C2CC(=O)N(c3cccc(SC)c3)C2)c(=O)[nH]c1=O (configuration not stated),-3.7,3,95,-6,6,-10,-1,1,3,18
CC(=O)Nc1ccc(NC(=O)c2sc3nc4c(c(-c5ccc(C)cc5)c3c2N)CCC4)cc1,13,2,6.3*,-7,4,-20,3,8,7,-79
CCCc1cc(N2CCC(C(N)=O)CC2)nc(-c2ccccc2)n1,1.1,1,101,-8,-3,-14,24,-1,5,-8
Cc1cc(C(=O)NNc2ccc(C)c(C)c2)no1,-12,2,/,-4,-3,9,29,-11,-3,58*
Cc1ccc(NC(=S)NCCN2CCOCC2)cc1,-2.4,-3,99,-2,1,-36,2,-1,0,13
CC(=O)c1[nH]c(C)c(C(=O)N2CCCC(Nc3cccc(F)c3)C2)c1C (configuration not stated),-1.0,/,105,-3,4,4,24,-3,1,5
Cc1cc(OCC(=O)N2CCOCC2)ccc1NC(=O)C1CCCCC1,-2.6,4,99,-4,0,-1,-8,0,-2,14
COc1ccc(/C=N/NC(=O)CN2CCSCC2)cc1C,-1.0,-3,97,9,-1,40,36,1,-5,5
C=CCn1c(SCn2nnc3ccccc3c2=O)nnc1-c1ccc(F)cc1,-1.2,1,86,3,-8,-13,-4,-4,3,7
O=C(Nc1ccon1)c1ccc(F)c(S(=O)(=O)N2CCCCC2)c1,-2.1,0,112,1,1,-14,-6,2,4,12
COc1cccc(C(=O)NC(C)c2ccc(-c3ccccc3)cc2)c1OC (configuration not stated),1.1,4,106,10,-11,-3,-2,-8,1,-6
NNC(=O)c1nnn(-c2nonc2N)c1-c1cccs1,-1.7,1,/,2,-2,-30,-3,-6,4,10
O=C(CCC(=O)N1CCN(c2ccccn2)CC1)Nc1nnc(C(F)(F)F)s1,-1.6,1,/,8,1,-17,10,-2,7,8
# Next compounds.
SMILES,OPRM1-OPRD1 ag,V-ATPase pH,DSG3 Ab inh,PKA-R1A act,DAGLB inhibitor,HTR5A inv ctr,Arrestin-AP2 inh,PKA-R2B activ,HTR5A ag ctr,MOR-DOR inv ag
Cn1c(O)c(/C=N/Nc2ccccc2)c(=O)n(C)c1=O,-2.2,-2,104,1,-1,-21,/,15,-2,10
O=C(Nc1nc(-c2cccs2)cs1)c1ccco1,-1.5,1,100,-10,0,10,22,-2,-4,7
CCCC1(c2ccccc2)NC(=O)N(CC(=O)c2[nH]c(C)c(C(=O)OCC)c2C)C1=O (configuration not stated),1.0,-2,116,-5,0,4,16,-6,0,-5
CC(C)(C)c1cc(C(=O)Nc2ccccc2)ccn1,1.1,-1,98,6,-2,-36,-3,-9,4,-6
CCN(CC)CCCNC(=O)CN1N=C(c2ccc(OC)cc2)CCC1=O,0.6,-3,110,4,-1,-1,17,6,0,-3
C/C(=N/NC(=O)CN1CCN(Cc2ccccc2Cl)CC1)c1ccco1,0.2,1,103,-7,-6,-3,28,-23,5,-1
CC(C)(C)OC(=O)N[C@@H](/C=C/c1ccccc1)C(=O)OC(C)(C)C,6.4,-1,99,-7,-13,-19,2,0,6,-35
N#CC1=C2SCN(Cc3ccco3)CN2C(=O)CC1c1c(F)cccc1Cl (configuration not stated),-0.5,1,95,-4,3,-12,12,-1,4,3
CCOc1ccc(CN2CCN(Cc3[nH]c4ccc(OC)cc4c3C)CC2CCO)cc1 (configuration not stated),3.0,-1,93,-2,-3,8,17,7,-3,-15
COc1ccc(CCNC(=O)c2c(Cl)ccc(Cl)c2OC)cc1OC,-0.7,0,95,12,1,0,10,-3,0,3
Cc1ccc(-n2c(C)nn(CC3CC3)c2=O)cc1,1.3,5,117,-13,-1,-11,-35,7,4,-6
CN(C)S(=O)(=O)c1ccc(S(=O)(=O)N(CC(=O)Nc2ccccc2)CC2CCCO2)cc1 (configuration not stated),-2.7,1,93,-11,0,9,17,-5,0,11
Nc1ccc(-c2nc3ccc(N)cc3s2)cc1,-0.4,-5,105,9,0,-28,-1,2,10,2
O=[N+]([O-])c1ccc(N=NNc2ccccc2)cc1,-0.1,1,107,-5,3,-9,-3,3,-1,0
COc1ccc(-c2c([C@H]3[C@@H]4C=CCC[C@@]4(C)C(=O)N3Cc3ccccc3)ccc3ccccc23)cc1OC,0.0,-1,106,1,-7,-13,-2,-3,1,0
CC1CN(C(=O)Cn2cc(S(=O)(=O)CC(=O)N(C)c3ccccc3)c3ccccc32)CC(C)O1 (configuration not stated),-2.5,8,114,8,-2,2,-11,5,2,8
CCC1CCCCN1C(=O)CCn1ccnc1 (configuration not stated),-2.6,-1,99,-7,1,2,25,-13,-1,13
CCN1C(=O)/C(=C\N(C)C)c2ccccc21,-1.2,-5,/,0,-4,-8,11,-13,3,7
O=C(NCc1ccc2c(c1)OCO2)c1cc([N+](=O)[O-])ccc1N1CCCCC1,-1.5,-7,128,7,-2,27,9,5,-2,8
C=CCNC(=O)CSCc1ccc(Br)cc1,-2.0,-3,97,-8,-2,-25,11,-1,-6,11
N#Cc1ccccc1CSc1nc(O)cc(=O)[nH]1,-2.4,-1,65,-6,1,16,-4,-11,-1,14
Cc1ccccc1Cn1cnc2c(cnn2C(C)(C)C)c1=O,-1.9,0,102,-12,-6,-29,3,-12,10,10
Nc1cc2c(cc1[N+](=O)[O-])OCO2,-0.7,9,88,1,4,10,7,-2,2,3
Oc1ccccc1C=NN=CC=Cc1ccccc1,-1.6,3,92,8,-7,-6,7,-7,2,7
COc1cccc(C(=O)N(Cc2cc3cc(C)ccc3[nH]c2=O)C(C)C)c1,0.4,-4,100,-2,2,-8,-16,3,3,-2

# Given as tab-separated lines: part of the list above
smiles	OPRM1-OPRD1 ag	V-ATPase pH	DSG3 Ab inh	PKA-R1A act	DAGLB inhibitor	HTR5A inv ctr	Arrestin-AP2 inh	PKA-R2B activ	HTR5A ag ctr	MOR-DOR inv ag
Cn1c(O)c(/C=N/Nc2ccccc2)c(=O)n(C)c1=O	-2.2	-2	104	1	-1	-21	/	15	-2	10
O=C(Nc1nc(-c2cccs2)cs1)c1ccco1	-1.5	1	100	-10	0	10	22	-2	-4	7
CCCC1(c2ccccc2)NC(=O)N(CC(=O)c2[nH]c(C)c(C(=O)OCC)c2C)C1=O (configuration not stated)	1.0	-2	116	-5	0	4	16	-6	0	-5
CC(C)(C)c1cc(C(=O)Nc2ccccc2)ccn1	1.1	-1	98	6	-2	-36	-3	-9	4	-6
CCN(CC)CCCNC(=O)CN1N=C(c2ccc(OC)cc2)CCC1=O	0.6	-3	110	4	-1	-1	17	6	0	-3
C/C(=N/NC(=O)CN1CCN(Cc2ccccc2Cl)CC1)c1ccco1	0.2	1	103	-7	-6	-3	28	-23	5	-1
CC(C)(C)OC(=O)N[C@@H](/C=C/c1ccccc1)C(=O)OC(C)(C)C	6.4	-1	99	-7	-13	-19	2	0	6	-35
N#CC1=C2SCN(Cc3ccco3)CN2C(=O)CC1c1c(F)cccc1Cl (configuration not stated)	-0.5	1	95	-4	3	-12	12	-1	4	3
CCOc1ccc(CN2CCN(Cc3[nH]c4ccc(OC)cc4c3C)CC2CCO)cc1 (configuration not stated)	3.0	-1	93	-2	-3	8	17	7	-3	-15
COc1ccc(CCNC(=O)c2c(Cl)ccc(Cl)c2OC)cc1OC	-0.7	0	95	12	1	0	10	-3	0	3
Cc1ccc(-n2c(C)nn(CC3CC3)c2=O)cc1	1.3	5	117	-13	-1	-11	-35	7	4	-6
CN(C)S(=O)(=O)c1ccc(S(=O)(=O)N(CC(=O)Nc2ccccc2)CC2CCCO2)cc1 (configuration not stated)	-2.7	1	93	-11	0	9	17	-5	0	11
Nc1ccc(-c2nc3ccc(N)cc3s2)cc1	-0.4	-5	105	9	0	-28	-1	2	10	2
O=[N+]([O-])c1ccc(N=NNc2ccccc2)cc1	-0.1	1	107	-5	3	-9	-3	3	-1	0
COc1ccc(-c2c([C@H]3[C@@H]4C=CCC[C@@]4(C)C(=O)N3Cc3ccccc3)ccc3ccccc23)cc1OC	0.0	-1	106	1	-7	-13	-2	-3	1	0

# Further entries.
SMILES,OPRM1-OPRD1 ag,V-ATPase pH,DSG3 Ab inh,PKA-R1A act,DAGLB inhibitor,HTR5A inv ctr,Arrestin-AP2 inh,PKA-R2B activ,HTR5A ag ctr,MOR-DOR inv ag
O=C1C(=O)N(CCN2CCOCC2)C(c2ccccn2)/C1=C(/O)c1ccc(F)cc1 (configuration not stated),-3.4,-2,/,-5,-3,-6,-7,-6,0,17
O=C(NCc1ccccc1F)c1cccs1,0.1,-4,102,12,3,-19,10,4,2,-1
CC(C)CCOc1cccc(OCC(=O)O)c1,-3.3,-1,99,0,1,3,0,-7,-1,17
COc1ccccc1NC(=O)CNC(=O)CC12CC3CC(CC(C3)C1)C2,4.6,9,101,-7,-4,14,7,2,-6,-20
COc1cc(S(=O)(=O)N2CCCC3(CCCCC3)C2)ccc1-n1cnnn1,4.4,0,129,-2,-3,-31,-15,8,2,-26
C[C@@H]1CN([C@H](C)CO)C(=O)CCCn2cc(nn2)CO[C@H]1CN(C)S(=O)(=O)c1ccc(Oc2ccccc2)cc1,/,-2,/,5,3,/,/,-3,/,/

# Assay outcomes: PubChem BioAssay, several laboratories

# Not a hit list, and some 2.4% of all compounds hit somewhere here.
